# Bioassay records from PubChem BioAssay.
# CHRM4 antagonist: antagonists of human muscarinic M4 receptor (CHRM4); AID 624125; P08173; 360,000 compounds, 0.73% hits; CHO-hM4 cells, ACh EC80, Fluo-8 calcium fluorescence; inhibition, % at 3 µM;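 active = inhibition above its plate's cutoff, the mean inhibition of sample wells plus 3 SD, cut at about 27% in these data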;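 note: 0% = acetylcholine EC80 with DMSO and 100% = DMSO without agonist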
# Target sequence (P08173 whole entry, looked up): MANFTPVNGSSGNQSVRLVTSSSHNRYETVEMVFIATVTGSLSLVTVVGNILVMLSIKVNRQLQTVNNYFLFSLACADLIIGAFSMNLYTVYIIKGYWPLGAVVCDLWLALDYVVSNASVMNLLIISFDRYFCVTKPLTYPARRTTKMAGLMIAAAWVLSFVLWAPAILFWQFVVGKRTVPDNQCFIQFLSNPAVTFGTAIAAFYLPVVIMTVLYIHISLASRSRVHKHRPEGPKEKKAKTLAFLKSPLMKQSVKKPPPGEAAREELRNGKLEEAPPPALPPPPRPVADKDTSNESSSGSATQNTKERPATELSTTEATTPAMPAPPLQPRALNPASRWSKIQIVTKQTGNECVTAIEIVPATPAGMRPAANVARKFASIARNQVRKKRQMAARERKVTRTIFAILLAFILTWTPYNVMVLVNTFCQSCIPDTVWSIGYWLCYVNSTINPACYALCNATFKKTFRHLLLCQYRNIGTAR
# M4 PAM: CHRM4 positive allosteric modulation. P08173. CHO-K1 hM4/Gqi5, Fluo-8 calcium fluorescence, ACh EC20; 0% = ACh EC20, 100% = maximal ACh. activation, % at 3 µM. 360,000 compounds, 0.4% hits;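 active = activation above its plate's cutoff, the mean activation of sample wells plus 3 SD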; note: some results filed as inactive read as strong as hits
# M5 PAM: positive allosteric modulators of human muscarinic M5 receptor | P08912 | CHO-K1 hM5, Fluo-8 calcium, ACh EC20 PAM; 0% = ACh EC20, 100% = ACh EC100 | activation, % at 3 µM | 360,000 compounds, 0.3% hits;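 active = activation above the run cutoff, the mean activation of all test compounds plus 3 SD, cut at about 18% in these data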
#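 System – CHO-K1 hM5 cells · Compound – 3 µM, single dose · Incubation – compound preincubation 140 s before EC20 acetylcholine addition · Technique – Fluo-8 calcium fluorescence · Measure – Max/basal fluorescence ratio as % of EC20–EC100 ACh window · Benchmarks – low control EC20 acetylcholine (0%), high control EC100 acetylcholine (100%) · Replication – singlicate, one well per test compound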
# M5 antag: antagonists of human muscarinic M5 receptor (CHRM5); CHO-hM5 cells, Fluo-8 calcium fluorescence, ACh EC80; inhibition, % at 3 µM; 360,000 compounds, 0.59% hits; AID 624040;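 active = inhibition above a per-plate cutoff, the mean of that plate's test compounds plus 3 SD, cut at about 27% in these data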;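 note: 0% = acetylcholine EC80 with DMSO and 100% = DMSO without agonist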
# M1 PAM: positive allosteric modulators of human M1 muscarinic receptor. 360,000 compounds, 0.088% hits. AID 588819. CHO-K1 hM1, Fluo-8 calcium fluorescence, ACh EC20; 0% = ACh EC20, 100% = maximal ACh. activation, % at 3 µM; in the data active = activation above about 19%, passing the limit was not always enough
# Target sequence (P11229 whole entry, looked up): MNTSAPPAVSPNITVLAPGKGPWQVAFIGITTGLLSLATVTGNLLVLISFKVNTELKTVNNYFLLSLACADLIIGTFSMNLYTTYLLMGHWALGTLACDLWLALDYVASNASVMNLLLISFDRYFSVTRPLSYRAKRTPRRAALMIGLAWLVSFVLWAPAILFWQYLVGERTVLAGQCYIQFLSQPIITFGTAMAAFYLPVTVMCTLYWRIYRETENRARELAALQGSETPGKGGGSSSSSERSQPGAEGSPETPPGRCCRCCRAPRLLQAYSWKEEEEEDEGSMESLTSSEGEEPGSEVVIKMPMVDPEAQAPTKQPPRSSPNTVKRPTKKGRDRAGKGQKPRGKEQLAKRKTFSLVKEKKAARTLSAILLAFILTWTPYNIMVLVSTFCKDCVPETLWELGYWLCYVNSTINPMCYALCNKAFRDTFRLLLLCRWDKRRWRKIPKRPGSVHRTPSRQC
# CHRM4 agonist: CHRM4 agonism in calcium assay. 360,000 compounds, 0.14% hits. CHO-K1 hM4/Gqi5, Fluo-8 calcium fluorescence; vehicle 0%, full acetylcholine response 100%. activation, % at 3 µM. P08173. AID 624127;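 active = activation above the run mean over all test wells plus 3 SD, cut at about 32% in these data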;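 note: peak over basal fluorescence ratio per well then scaled between controls; 0% = DMSO wells and 100% = acetylcholine at EC100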
# CRFBP-R2 agonist: agonists of human CRF-binding protein/CRF-R2 receptor complex. HEK293 CRF-R2/CRF-BP, calcium dye fluorescence (FLIPR); percent of saturating CRF peptide response. activation, % at 13.2 µM. 350,000 compounds, 0.46% hits. AID 588473;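 active = activation of at least 50%, plus an integration ratio under a set limit after plate pattern correction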;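 note: plate controls were neutral control wells without compound for no effect and CRF at EC100 for full effect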
# M5 ag: agonists of human muscarinic M5 receptor (CHRM5) | CHO-K1 hM5 cells, Fluo-8 calcium fluorescence; 0% DMSO wells, 100% maximal acetylcholine response | activation, % at 3 µM | 360,000 compounds, 0.19% hits | AID 624037;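 active = activation above the run's mean over test compounds plus 3 SD, cut at about 23% in these data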;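 note: signal is peak over basal fluorescence ratio across the kinetic read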
# CHRM1 antagonist: blocks human M1 muscarinic receptor | P11229 | CHO-K1 hM1, Fluo-8 calcium fluorescence, ACh EC80 antagonist | inhibition, % at 3 µM | 360,000 compounds, 1.3% hits | AID 588852;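 active = percent inhibition above its own plate's cutoff, namely the mean of that plate's compound wells plus 3 SD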;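 note: peak over basal fluorescence ratio during 140 s after agonist addition; 0% = ACh EC80 plus DMSO and 100% = DMSO alone without agonist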
# * = called active by the depositor; . = not tested or not shown.
Compound,CHRM4 antagonist,M4 PAM,M5 PAM,M5 antag,M1 PAM,CHRM4 agonist,CRFBP-R2 agonist,M5 ag,CHRM1 antagonist
N#Cc1ccc(CN2CCN(C(=O)CCNS(=O)(=O)c3ccc(F)c(F)c3)CC2)cc1,6,-4,-4,3,-2,3,0.3,2,-3
CC(C)S(=O)(=O)c1csc(C(=O)NN)c1Cl,15,-6,-5,4,0,5,3.4,3,-9
Cc1ccc(-n2c(=O)cc(N3CCCCCC3)[nH]c2=O)cc1,-30,3,-3,1,-2,0,1.1,-2,-5
CCOC(=O)Cc1csc(N/N=C/c2cccc([N+](=O)[O-])c2)n1,2,-4,0,8,3,5,-0.4,-4,6
Cc1ccc(S(=O)(=O)Nc2nc(N)n(-c3ccccc3)n2)cc1,0,-4,5,-2,-5,1,1.9,-1,7
COc1ccc(NC(=O)c2cc(-c3ccccn3)nc3ccccc23)c(OC)c1,8,-10,-23,27*,-14,15,0.8,1,21
COc1ccc(CN2CCN(C(=O)c3c(-c4ccccc4)noc3C)CC2)cc1F,1,9,3,-5,1,6,-2.1,5,7
CCCC(C)c1nc(C(N)=O)c2[nH]c(=O)n(-c3ccc(OC)c(OC)c3)c2n1 (centres undefined),-4,1,-1,6,17,0,4.2,-1,-9
COC(=O)c1cc2ccsc2n1CC(=O)N(C)c1ccccc1,0,4,-3,1,2,1,0.8,0,-17
CC(C)(C)c1ccc(C(=O)N2CCCC2c2cccs2)cc1 (centres undefined),1,-7,-1,6,-1,5,5.1,1,-4
CSCCCN1CCCC(CO)(Cc2ccc(F)cc2)C1 (centres undefined),-6,-3,-2,-6,0,2,3.2,-11,-2
Cc1ccc(C)c(NC(=O)CN2C(=O)NC(C)(c3ccc4c(c3)OCCO4)C2=O)c1 (centres undefined),5,0,0,-2,2,4,0.8,8,-3
CC1(C)CC(O)C(C)(C)N1O (centres undefined),-2,8,5,0,6,0,-1.8,2,-15
O=C(NC1CCC(O)CC1)C1CCN(S(=O)(=O)c2c(Cl)cccc2Cl)CC1 (centres undefined),-1,-6,7,6,-2,2,0.9,0,7
Cc1ccccc1S(=O)Cc1ccc(C(=O)N2CCN(C3CCCCC3)CC2)o1 (centres undefined),-18,-2,0,-1,-4,2,-0.2,-1,4
c1ccc(CNc2nc(NCCc3ccncc3)c3sccc3n2)cc1,100*,-16,-20,99*,-31,155*,.,96*,91*
Cc1cc(=O)[nH]c(SCC(=O)c2c(N)n(C)c(=O)n(C)c2=O)n1,-4,21,12,-4,2,2,0.2,0,-14
Cc1ccc2c(Cl)cc(Cl)c(OCC(=O)O)c2n1,3,5,3,3,7,1,-0.2,1,1
CC(NC(=O)COc1ccc([N+](=O)[O-])cc1)c1ccccc1 (centres undefined),0,3,-2,-2,6,1,-1.0,0,-8
O=C1NC(c2ccccc2O)Nc2ccccc21 (centres undefined),-3,-3,-7,-4,19,1,0.7,6,-22

# Structures listed so far shown as hits in M5 antag.
Compound,CHRM4 antagonist,M4 PAM,M5 PAM,M5 antag,M1 PAM,CHRM4 agonist,CRFBP-R2 agonist,M5 ag,CHRM1 antagonist
COc1ccc(NC(=O)c2cc(-c3ccccn3)nc3ccccc23)c(OC)c1,8,-10,-23,27*,-14,15,0.8,1,21
c1ccc(CNc2nc(NCCc3ccncc3)c3sccc3n2)cc1,100*,-16,-20,99*,-31,155*,.,96*,91*

# Next compounds follow.
Compound,CHRM4 antagonist,M4 PAM,M5 PAM,M5 antag,M1 PAM,CHRM4 agonist,CRFBP-R2 agonist,M5 ag,CHRM1 antagonist
COc1ccc(C2c3cc(OC)c(OC)cc3CCN2C2CC(=O)N(c3ccccc3)C2=O)cc1OC (centres undefined),2,14,11,-2,2,1,1.1,4,-5
CC(C)NC(=O)c1ccc2sc([C@@H]3O[C@H](CO)[C@H](O)[C@H](O)[C@H]3O)nc2c1,-9,0,4,-10,-1,0,.,0,-7
O=C(CN1C(=O)COc2ccc(S(=O)(=O)N3CCCCCC3)cc21)NCc1ccc(F)cc1,-7,4,-5,0,2,2,-2.3,-1,-5
O=C(CCNC(=O)c1ccccc1Cl)NN=Cc1ccccc1[N+](=O)[O-],-2,3,-1,16,11,0,-0.8,-5,-19
Cc1ccccc1-c1nnc(SCC(=O)Nc2cccc(C)c2C)o1,0,11,-3,3,2,0,0.5,-1,2
O=C(c1ccc(Cl)c(Cl)c1)c1cc(-c2ccccn2)c(N2CCOCC2)s1,3,-12,-1,0,-4,-1,39,0,0
Clc1nc(-c2n[nH]nc2Cl)n[nH]1,0,3,-2,8,3,0,-1.1,-4,1
NC1=NC(c2cccc(O)c2)n2c(nc3ccccc32)N1 (centres undefined),11,1,-10,7,-8,1,7.9,-8,15
CCCCSc1nnc(-c2ccc(OC)cc2)n1C,4,-2,6,-3,2,1,0.4,-3,0
Nc1nc2ccccc2n1/N=C/c1ccc([N+](=O)[O-])s1,3,15,-1,-6,2,2,-1.2,2,5
CCc1nnc(NC(=O)C2CCCN2C(=O)Nc2ccc(C)cc2)s1 (centres undefined),14,-10,1,13,11,0,-0.2,-2,-10
CCOC(=O)C1CCN(S(=O)(=O)c2ccc(Cl)s2)CC1,8,-7,-5,19,2,0,-0.6,-4,-7
Cn1c(CO)cnc1-c1ccccc1,-12,-6,10,-17,13,1,1.1,0,-9
COc1ccccc1CNC(=O)C[C@@H]1C[C@H]2c3cc(NC(=O)c4ccc5c(c4)OCO5)ccc3O[C@H]2[C@@H](CO)O1,-7,2,0,-2,2,2,3.9,0,-13
CC(C)CCN1CCNC(=O)C1CC(=O)NCCCN1CCOCC1 (centres undefined),-4,1,8,-5,11,1,-0.3,-2,-10
CCOC(=O)C1=C(C)NC(C)=C(C(=O)OCC)C1C(=O)O,7,0,2,-3,11,3,-0.2,-2,-14
O=C(Nc1cccnc1)c1ccco1,-8,1,0,13,14,1,-0.5,0,-25
O=C1C(c2ccncc2)N(CCC2=CCCCC2)C(=O)CN1C1CCCCC1 (centres undefined),-12,16,-2,-13,1,6,4.5,-1,-11
Cc1ccc(C(=O)NCCC(=O)Nc2ccccc2C)cc1,2,6,-2,2,2,1,0.3,0,-3
C=CCNc1ncnc2c1ncn2[C@H]1CN(Cc2cc(OC)c(OC)c(OC)c2)C[C@@H](CO)O1,9,-4,6,-4,2,0,.,-1,-13

# Grouped by structure: the compounds so far containing two or more sulfur atoms (2)
Compound,CHRM4 antagonist,M4 PAM,M5 PAM,M5 antag,M1 PAM,CHRM4 agonist,CRFBP-R2 agonist,M5 ag,CHRM1 antagonist
CC(C)S(=O)(=O)c1csc(C(=O)NN)c1Cl,15,-6,-5,4,0,5,3.4,3,-9
CCOC(=O)C1CCN(S(=O)(=O)c2ccc(Cl)s2)CC1,8,-7,-5,19,2,0,-0.6,-4,-7

# Further results follow.
Compound,CHRM4 antagonist,M4 PAM,M5 PAM,M5 antag,M1 PAM,CHRM4 agonist,CRFBP-R2 agonist,M5 ag,CHRM1 antagonist
O=C(NNC(=O)C1CC=CCC1C(=O)O)c1ccc(Cl)cc1 (centres undefined),-4,1,-2,-3,6,0,-2.2,0,-2
CCCCn1c(N)c(N(CCOC)C(=O)c2ccc(-c3ccc(C(C)=O)cc3)o2)c(=O)[nH]c1=O,-11,9,16,-13,3,0,-0.9,-4,-5
Clc1ccc(N=c2ssnc2Cl)cc1,5,-4,-18,0,2,13,67*,6,2
COc1ccc2[nH]cc(C(=O)CNc3nc(C)cs3)c2c1,0,7,4,-2,7,1,-0.8,-7,-4
CSc1ccccc1NC(=O)c1cc(-c2ccco2)on1,8,-5,-2,9,-6,-1,-0.4,-2,15
COc1ccccc1OCCOc1ccc(/C=C2/C(=N)N3OC(C)=CC3=NC2=O)cc1OC,2,-3,3,-1,10,2,0.0,0,-9
Cc1[nH]c2ccccc2c1CN1CCN(c2ccccn2)CC1,-3,-1,-5,5,-4,2,-2.0,-2,2
C=CCn1c(-c2cc(OC)c(OC)c(OC)c2)n[nH]c1=S,8,-1,-4,11,2,-1,-1.9,-1,6
COc1ccc(NC(=O)Cn2cnc3ccccc3c2=O)cc1OC,5,-3,2,8,5,0,1.6,0,-9
COC(=O)c1c(NC(=S)NN2CCN(C)CC2)sc2c1CCC(C)C2 (centres undefined),10,3,1,10,11,5,-0.6,-2,-7
COc1ccc(C(=O)C2CCCN(C(=O)c3ccc(F)cc3)C2)cc1OC (centres undefined),-6,1,-1,6,3,3,-2.0,-2,0
CCN(C(=O)C1CC1)C1CCS(=O)(=O)C1 (centres undefined),6,11,3,-2,3,0,-0.4,5,5

# Limited to M4 PAM, M1 PAM and M5 PAM, for some of the entries so far:
SMILES | M4 PAM | M1 PAM | M5 PAM
COC(=O)c1c(NC(=S)NN2CCN(C)CC2)sc2c1CCC(C)C2 (centres undefined) | 3 | 11 | 1
CCCCn1c(N)c(N(CCOC)C(=O)c2ccc(-c3ccc(C(C)=O)cc3)o2)c(=O)[nH]c1=O | 9 | 3 | 16
COc1ccc(C(=O)C2CCCN(C(=O)c3ccc(F)cc3)C2)cc1OC (centres undefined) | 1 | 3 | -1
O=C(NNC(=O)C1CC=CCC1C(=O)O)c1ccc(Cl)cc1 (centres undefined) | 1 | 6 | -2
